L3MBTL1 block: qHTS Assay for the Inhibitors of L3MBTL1. 230,000 tested, 0.66% active. Potency, µM (highest dose often 57.1 µM), for inactives: at the highest dose activity, negative = inhibition, actives largely listed as inhibitors. AlphaScreen L3MBTL1–H3K9me1 peptide binding. Lethal(3)malignant brain tumor-like protein 1 (Homo sapiens), Q9Y468. AID 485360, 2010; active = well fitted inhibition curve with a large enough effect; inconclusive = small, poorly fitted or top-dose-only effect; inactive = no such curve, though single readings can be large or run the other way; also: nearly all actives have a fitted effect of over 60% in size
Target sequence (Q9Y468 whole entry, looked up): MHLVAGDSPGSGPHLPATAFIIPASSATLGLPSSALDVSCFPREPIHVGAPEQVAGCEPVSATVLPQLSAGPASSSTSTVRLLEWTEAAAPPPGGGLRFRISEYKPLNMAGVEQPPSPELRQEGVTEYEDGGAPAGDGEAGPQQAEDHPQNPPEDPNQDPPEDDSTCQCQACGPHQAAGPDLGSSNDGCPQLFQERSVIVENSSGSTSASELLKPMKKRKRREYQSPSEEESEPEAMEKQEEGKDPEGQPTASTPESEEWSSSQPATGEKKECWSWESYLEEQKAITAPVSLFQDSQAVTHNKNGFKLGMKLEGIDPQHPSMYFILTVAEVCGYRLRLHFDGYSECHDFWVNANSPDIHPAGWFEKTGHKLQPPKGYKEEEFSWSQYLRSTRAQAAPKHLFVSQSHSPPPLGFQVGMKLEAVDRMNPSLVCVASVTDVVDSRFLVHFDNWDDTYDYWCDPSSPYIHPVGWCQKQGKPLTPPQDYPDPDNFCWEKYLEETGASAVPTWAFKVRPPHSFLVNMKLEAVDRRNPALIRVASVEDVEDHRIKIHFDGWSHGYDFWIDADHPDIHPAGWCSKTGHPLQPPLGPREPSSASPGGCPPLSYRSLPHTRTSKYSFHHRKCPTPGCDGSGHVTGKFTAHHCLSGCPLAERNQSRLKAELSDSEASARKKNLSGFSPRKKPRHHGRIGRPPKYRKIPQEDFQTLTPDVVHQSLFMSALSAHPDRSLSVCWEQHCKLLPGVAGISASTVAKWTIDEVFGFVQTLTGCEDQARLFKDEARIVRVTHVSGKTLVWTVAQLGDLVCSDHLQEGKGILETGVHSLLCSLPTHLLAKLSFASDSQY
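Read-out is AlphaScreen signal from streptavidin donor and nickel chelate acceptor beads (10 ug/mL final each) bridging L3MBTL1 (50 nM) and biotinylated K9-monomethylated H3(1-15) peptide (75 nM), after 30 min compound exposure at room temperature.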
The depositor's hits bear a star; ? = inconclusive; [ ] = dose if it differs, or a comment. % is scaled to controls: 0 for no effect and ±100 for the full control effect; potency is read from the fitted curve at half-maximal effect.

item	Molecule	L3MBTL1 block
1	CCOC(=O)c1c(NC(=O)CSc2ncn[nH]2)sc(C(=O)N(C)C)c1C	6.9%
2	CC(OC(=O)C1CCN(S(=O)(=O)c2ccc(C(C)(C)C)cc2)CC1)C(=O)N1CCOCC1 (stereo unspecified)	7.3%
3	O=C(NC1CCC(O)CC1)c1cc(Cl)c2c(c1)OCCO2 (stereo unspecified)	-5.1%
4	Cc1ccc(NC(=O)C2CC(=O)N(Cc3ccccc3)C2)nc1 (stereo unspecified)	-0.1%
5	COc1ccccc1C(=O)NCCC(=O)N1CCN(C(C)=O)CC1	-4.7%
6	Cn1c(-c2ccsc2)c(-c2cccs2)c2cc(-c3ccc4cc[nH]c4c3)ccc21	-14.4%
7	COc1ccc(CNC(=O)COC(=O)CN2C(=O)COc3ccccc32)cc1	-2.6%
8	CCN1C(=O)[C@H]2[C@@H](c3ccc(-c4ccc(Cl)c(Cl)c4)c(OC)c3)N[C@@](C)(C(=O)OC)[C@H]2C1=O	0.6%
9	CC(C)CN(C(=O)CC1CCCC1)c1c(N)n(Cc2ccccc2)c(=O)[nH]c1=O	1.0%
10	Cc1noc(C)c1C(=O)Nc1cccc(S(=O)(=O)N2CCCCC2)c1	3.8%
11	C[C@H](NC(=O)c1nc[nH]c1C(=O)NCc1ccc(CNC(=O)OC(C)(C)C)cc1)c1ccccc1	-7.0%
12	Cc1cc(C)c(S(=O)(=O)N2CCCC2CNC(=O)c2ccc3c(c2)OCO3)c(C)c1 (stereo unspecified)	0.6%
13	COc1ccc(CNC(=O)C(C)N2C(=O)NC(c3ccccc3)(c3ccccc3)C2=O)cc1 (stereo unspecified)	-1.1%
14	COc1ccc(CCNC(=O)c2cccc(S(=O)(=O)N3CCCCCC3)c2)cc1	-3.2%
15	O=C(CSc1nnc(-c2ccncc2)o1)Nc1ccc(F)c(F)c1	3.5%
16	NC(=O)c1ccsc1NC(=O)COC(=O)/C=C/c1ccccc1[N+](=O)[O-]	-17.2%
17	CC(=O)c1sc(NC(=O)c2oc3ccc(F)cc3c2C)nc1C	6.0%
18	Cn1cnnc1SCC(=O)Nc1ccc2ccccc2c1	3.2%
19	CC(=O)c1ccc(NC(=O)CSc2ccc(-c3ccc(-n4cccn4)cc3)nn2)cc1	1.4%
20	CCN(c1ccccc1)S(=O)(=O)c1ccc(C(=O)NCc2ccco2)cc1	-10.8%
21	Cc1ccc(C2(c3ccccc3)NC(=O)N(CC(=O)NC3(C#N)CCCC3)C2=O)cc1C (stereo unspecified)	2.3%
22	COC(=O)C(Cc1ccccc1)NC(=O)c1ccc(NS(=O)(=O)c2ccc3[nH]c(=O)[nH]c3c2)cc1 (stereo unspecified)	0.0%
23	CCN1CCN(c2ccc(S(=O)(=O)N3CCCCC3)cc2NC(=O)C(C)Oc2ccc(F)cc2)CC1 (stereo unspecified)	-8.8%
24	CNS(=O)(=O)c1cccc(C(=O)NNC(=O)CN(C)S(=O)(=O)c2ccc(Cl)cc2)c1	-1.2%
25	Cc1ccccc1OCC(=O)NNC(=O)c1cc(S(=O)(=O)N2CCOCC2)ccc1N1CCCC1	-0.2%
26	CCCC[C@@H]1C=C(C(=O)O)[C@H](c2ccc(Cl)cc2)N1S(=O)(=O)c1ccc(C)cc1	9.7%
27	O=C(O)CCCc1ccc2c(c1)CCc1ccccc1-2	6.7%
28	Cc1ccc(S(=O)(=O)Nc2cccc(S(=O)(=O)Nc3ccccc3C(=O)O)c2)c(C)c1	-4.4%
29	Cc1nc2ccc(NS(=O)(=O)c3c(F)cccc3F)cc2s1	4.7%
30	COc1cccc(N2CCN(S(=O)(=O)c3ccc4ccccc4c3)CC2)c1	-2.3%

Look-ups from the results shown:
In L3MBTL1 block, no. 25 is listed with -0.2%
In L3MBTL1 block, no. 22 is listed with 0.0%
In L3MBTL1 block, no. 27 is listed with 6.7%
In L3MBTL1 block, no. 3 is listed with -5.1%
In L3MBTL1 block, no. 10 is listed with 3.8%

4 entries picked at random from the list so far:
item	Molecule	L3MBTL1 block
27	O=C(O)CCCc1ccc2c(c1)CCc1ccccc1-2	6.7%
12	Cc1cc(C)c(S(=O)(=O)N2CCCC2CNC(=O)c2ccc3c(c2)OCO3)c(C)c1 (stereo unspecified)	0.6%
5	COc1ccccc1C(=O)NCCC(=O)N1CCN(C(C)=O)CC1	-4.7%
11	C[C@H](NC(=O)c1nc[nH]c1C(=O)NCc1ccc(CNC(=O)OC(C)(C)C)cc1)c1ccccc1	-7.0%

Back to the main list with the four entries that preceded the break.
item	Molecule	L3MBTL1 block
27	O=C(O)CCCc1ccc2c(c1)CCc1ccccc1-2	6.7%
28	Cc1ccc(S(=O)(=O)Nc2cccc(S(=O)(=O)Nc3ccccc3C(=O)O)c2)c(C)c1	-4.4%
29	Cc1nc2ccc(NS(=O)(=O)c3c(F)cccc3F)cc2s1	4.7%
30	COc1cccc(N2CCN(S(=O)(=O)c3ccc4ccccc4c3)CC2)c1	-2.3%
31	COc1ccc(-c2sc(Nc3ccccc3)n[n+]2-c2ccc(F)cc2)c(C)c1C	-4.7%
32	COc1ccc(OC)c(-c2csc(NC(=O)CSCc3c(C)noc3C)n2)c1	-19.5%
33	C#CCOCCOCCOCCNc1nc(N2CCOCC2)nc(N2CCN(C(=O)[C@H](CC(N)=O)n3cc([C@@H](N)C(C)C)nn3)CC2)n1	-5.9%
34	CC(CC(=O)NCCc1ccc(S(N)(=O)=O)cc1)c1ccccc1 (stereo unspecified)	20.4%
35	CCCc1cc(=O)[nH]c(SC(C)C(=O)Nc2ccc3c(c2)OCCO3)n1 (stereo unspecified)	-7.9%
36	Cc1cnc(C(=O)OCC(=O)Nc2ccccc2[N+](=O)[O-])cn1	-2.1%
37	CCCCOc1ccc(/C=N/Nc2cc(N3CCOCC3)nc(C)n2)cc1	41.0%[activator]
38	Cc1cccc(NC(=O)c2nc[nH]c2C(=O)N2CCN(c3ccccc3)CC2)c1	1.1%
39	CCCCNS(=O)(=O)c1ccc(Br)cc1N1CCC[C@H]1CO	11.7%
40	Cc1cc(CNC(=O)COC(=O)c2ccc(Cl)c(N)c2)cc(C)c1O	13.2%
41	CC(=O)Nc1cccc(NC(=O)CSc2nnc3ccccn23)c1	-4.9%
42	N#Cc1cccc(NC(=O)CNc2cc(S(=O)(=O)N3CCOCC3)ccc2N2CCCC2)c1	-13.4%
43	COc1ccc(/C=C/C(=O)OCC(=O)NC(C)CCc2ccccc2)cc1 (stereo unspecified)	5.6%
44	COc1cc([C@@H]2CC=C(C(=O)O)[C@H](c3cccc(Cl)c3)N2S(=O)(=O)c2ccc(C)cc2)cc(OC)c1OC	11.0%
45	COc1cc(C)c(S(=O)(=O)NCc2cccnc2)cc1C	20.1%
46	COCCN(CC(=O)Nc1ccccc1C(F)(F)F)C(=O)c1ccc(-n2cccn2)cc1	6.1%
47	O=[N+]([O-])c1ccc(S(=O)(=O)Nc2ccc(-c3ccc(N4CCOCC4)nn3)cc2)cc1	1.3%
48	COc1cc(NC(=O)[C@H]2CCCN2S(=O)(=O)c2cccc3cccnc23)cc(OC)c1OC	3.0%
49	CCOc1ccccc1NC(=O)/C=C/c1ccc(S(=O)(=O)N2CCOCC2)cc1	-6.4%
50	C=CCN1C(=O)c2ccc(C(=O)N(CCOC)c3c(N)n(CCCC)c(=O)[nH]c3=O)cc2C1=O	4.6%
51	CN(C)S(=O)(=O)c1cccc(NC(=O)CN2C(=O)NC(Cc3ccccc3)C2=O)c1 (stereo unspecified)	3.1%
52	CC(=O)c1ccccc1NC(=O)COC(=O)CCC1CCCC1	59.4%[activator]
53	COc1ccc(NC(=O)CNc2cccc(S(=O)(=O)N3CCCCCC3)c2)c([N+](=O)[O-])c1	1.1%
54	O=C(N[C@@H]1C/C=C\C[C@H](CC(=O)N(CCO)Cc2ccccc2)C(=O)N[C@@H](Cc2c[nH]c3ccccc23)COC1=O)OCC1c2ccccc2-c2ccccc21	-17.8%
55	CCOc1ccc(NC(=O)CN(C)C(=O)C2COc3ccccc3O2)cc1OCC (stereo unspecified)	-2.0%
56	CCC(=O)NC(C)c1cc(Cl)c2cccnc2c1O (stereo unspecified)	?
57	COc1cc(N)c(Cl)cc1C(=O)OCC(=O)NC(=O)NCc1ccco1	-10.8%
58	COc1cccc(/C=C/C(=O)OCC(=O)NCc2ccc3c(c2)OCO3)c1	-2.6%
59	COc1ccc(NS(=O)(=O)c2cccc(C(=O)NNC(=O)COc3ccccc3)c2)cc1	0.0%
60	COc1ccccc1OCCNC(=O)CSC(=S)N1CCCC1	-3.7%
61	CC(Oc1ccc(Br)cc1)C(=O)Nc1cc(S(=O)(=O)N2CCOCC2)ccc1N1CCCC1 (stereo unspecified)	-1.4%
62	O=C(Nc1ccc(F)cc1)C(c1ccccc1)N1CCN(CC(=O)N2CCOCC2)CC1 (stereo unspecified)	-2.7%
63	CC(C)CNC(=O)c1cccc(NC(=O)c2ccc3c(c2)C(=O)N(C)C3=O)c1	-9.5%
64	COC(=O)[C@]1(C)N[C@H](CN(C)C(=O)COc2ccccc2)[C@@H]2C(=O)N(C)C(=O)[C@@H]21	-1.7%
65	NS(=O)(=O)c1ccc(NC(=O)COC(=O)CCc2nc3ccccc3c(=O)[nH]2)cc1	3.3%
66	COc1ccccc1NC(=O)CCc1nc2sc3c(c2c(=O)[nH]1)CCCC3	?
67	COc1ccc(-c2nn(Cc3ccccc3)cc2C(=O)N2CCN(c3ncccn3)CC2)cc1OC	-2.1%
68	Cc1ccc(OCCNC(=O)c2ccc(NC(=O)CC3SC(N4CCCC4)=NC3=O)cc2)cc1 (stereo unspecified)	4.9%
69	CCOc1ccc(NC(=O)CN(C)C(=O)c2c(-c3ccccc3Cl)noc2C)cc1OCC	0.2%
70	Cc1c(NC(=O)c2cccc(NC(=O)Cc3ccc(Cl)cc3)c2)c(=O)n(-c2ccccc2)n1C	2.6%
71	CC[C@]1(C(=O)OC)[C@H]2C(=O)N(Cc3ccccc3)C(=O)[C@H]2[C@H]2CN=C(SCc3ccccc3)N21	-11.7%
72	CN(Cc1ccccc1F)C(=O)C(Cc1ccccc1)NC(=O)c1ccccc1 (stereo unspecified)	6.5%
73	COC(=O)c1ccc(C)c(NC(=O)C2CC(=O)N(C3CCCC(C)C3C)C2)c1 (stereo unspecified)	2.5%
74	O=C(c1cc2ccccc2o1)N1CCN(CCOc2ccccc2)CC1	-7.8%
75	COc1ccc(OC)c(NC(=O)C2CCCN(S(C)(=O)=O)C2)c1 (stereo unspecified)	2.1%
76	CN(CC(=O)Nc1cccc(F)c1)C(=O)C1=COCCO1	6.5%
77	CC1CCCN(CC(=O)NC(=O)NC2CCCCC2)C1 (stereo unspecified)	44.0%[activator]
78	CCC(C(=O)N1CCN(S(=O)(=O)c2sc(C(=O)O)c(C)c2C(=O)O)CC1)c1ccccc1 (stereo unspecified)	-5.1%
79	CCC(CO)Oc1cc(NCc2ccccc2C(F)(F)F)c2ncn(C(C)C)c2c1 (stereo unspecified)	-28.7%
80	O=C(CCC1CCCCC1)Nc1cc(C(F)(F)F)ccc1N1CCOCC1	16.3%
81	COc1ccc(CC(=O)Nc2ccc(S(=O)(=O)N3CCCC3)cc2)c(OC)c1	-0.6%
82	COc1ccc(CNC(=O)c2ccc(S(=O)(=O)NCc3ccco3)cc2)cc1	4.3%
83	COC(=O)[C@]1(C)CCC[C@@]2(C)C3CC[C@@]4(C)C[C@]3(CCC21)CC(=O)N4Cc1ccc(OC)cc1 (stereo partly specified)	-8.0%
84	CC(Oc1ccc(S(=O)(=O)N2CCCC2)cc1[N+](=O)[O-])C(=O)N(C)c1ccccc1 (stereo unspecified)	-6.6%
85	Cc1noc(C)c1NC(=O)Nc1cccc2c1O[C@@H](CN(C)Cc1ccc3c(c1)OCO3)[C@@H](C)CN([C@H](C)CO)C2=O	0.4%
86	O=C(CCc1nc2ccccc2c(=O)[nH]1)Nc1cc(C(F)(F)F)ccc1N1CCOCC1	-4.0%
87	C[C@H]1CN([C@@H](C)CO)C(=O)c2cccc(NC(=O)Nc3ccc(C(F)(F)F)cc3)c2O[C@@H]1CN(C)S(=O)(=O)c1ccccc1	-6.9%
88	COc1ccccc1-c1ccc2nnc(SCC(=O)N3CCCC3)n2n1	-3.5%
89	O=C(COC(=O)Cc1ccsc1)Nc1cccc(Cl)c1	5.3%
90	C=CCC[C@@H](Cc1ccc(F)cc1)C(=O)OC[C@H](Cc1c[nH]c2ccccc12)NC(=O)[C@H](CC=C)CC(=O)NCCO	-3.7%

The list continues.
item	Molecule	L3MBTL1 block
91	C#CCOCCOCCOCCNc1nc(N2CCN(C(=O)CCCCCCCCCCNC(=O)[C@H]([C@@H](C)CC)n3cc(CCCCCN)nn3)CC2)nc(N2CCN(C(=O)CCCCCCCCCCNC(=O)[C@H]([C@@H](C)CC)n3cc(CCCCN=C(N)N)nn3)CC2)n1	-11.1%
92	CCN(CC(=O)Nc1c(F)cccc1F)C(=O)c1nc2nc(C)cc(C)n2n1	6.7%
93	Cc1ccc(S(=O)(=O)N2CCN(C)CC2c2ccccc2)cc1 (stereo unspecified)	-1.4%
94	CCOc1ccccc1OCCCC(=O)ON=C(N)c1ccccc1	44.4%[activator]
95	O=C(COC(=O)c1cccc(S(=O)(=O)N2CCCC2)c1)Nc1ccccc1Cl	-0.9%

These rows are one share of the data. The share of hits here may be higher or lower than overall.
